Y pestis TopoI = blocks Yersinia pestis topoisomerase I activity. Y. pestis Topo-I cleavage product accumulation, plate reader. 0.064% of 360,000 active. activity, % at 10 µM. AID 504884; in the data active means activity above about 50%, passing the limit was not always enough; further: inactives centre near 2
Anthrax LF inh2 = blocks Bacillus anthracis lethal factor protease; P15917; multiplex microsphere protease cleavage assay, LF; inhibition, % at 10 µM; 0.12% of 360,000 active; in the data active means inhibition above about 30%; further: plate controls were buffer without enzyme for full effect and enzyme alone for no effect
SARS 3CLpro inh = SARS-CoV 3CLpro protease inhibition | P0C6X7 | recombinant SARS-CoV 3CLpro, quenched FRET peptide cleavage | inhibition, % at 6 µM | 0.14% of 290,000 active | AID 1706; in the data active means inhibition above about 12%
TcdB GH inh = blocks C. difficile toxin B glycohydrolase activity. 0.24% of 350,000 active. TcdB glycohydrolase enzymatic assay, plate reader. AID 652162. inhibition, % at 9.99 µM. P18177; in the data active means inhibition above about 10%
PriA SSB inh = K. pneumoniae PriA-SSBct interaction inhibition | AlphaScreen SSBct-PriA binding, biotinylated peptide | inhibition, % at 33 µM | 0.6% of 430,000 active | AID 1272365; in the data active means inhibition mostly above about 37%, no sharp cut-off; inactive means mostly below about 20%;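 further: plate controls were negative control peptide for no effect and reference peptide for full effect; strong numbers were not always called active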
MazEF act = MazEF (E. coli) toxin RNase activation | P0AE70 | 0.32% of 350,000 active | AID 504720 | activation, % at 20 µM | FAM/BHQ RNA-DNA oligo cleavage fluorescence, 5 h; in the data active means activation above about 50%
VHR inh abs = blocks human VHR1 dual specificity phosphatase; P51452; recombinant VHR phosphatase, pNPP absorbance; inhibition, % at 13.3 µM; 0.52% of 290,000 active; AID 1654; in the data active means inhibition above about 50%; further: some compounds called inactive have numbers as strong as hits
BH1578 lux ind = quorum light induction in luxS cqsA deficient V. cholerae | V. cholerae BH1578 lux reporter, luminescence, 6 h | activation, % at 18.7 µM | 0.16% of 350,000 active | AID 588436; in the data active means activation mostly above about 9.7%, no sharp cut-off; further: not every result past the cut was called active; inactives centre near 0; reference of the scale not given here
PfHsp40 rescue = compounds rescuing yeast from Plasmodium falciparum HSP40 toxicity | S. cerevisiae expressing PfHsp40, growth rescue, ATP luminescence | growth rescue, % at 12.5 µM | 0.68% of 340,000 active; in the data active means growth rescue above about 28%, passing the limit was not always enough;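 further: yeast W303a lacking pdr1 and pdr3 grown in galactose medium; growth measured after three days at 30 °C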
Rv3671c inh = inhibitors of M. tuberculosis serine protease Rv3671c; P9WHR9; 0.048% of 320,000 active; inhibition, % at 5.96 µM; in the data active means inhibition above about 38%;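 further: extracellular domain of Rv3671c used as enzyme; 0% = enzyme with DMSO and 100% = no enzyme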
Starred values were filed as active, the others as inactive; i = inactive; · = not tested or not shown. An excerpt; the hit share may differ from the screen's.

Compound,Y pestis TopoI,Anthrax LF inh2,SARS 3CLpro inh,TcdB GH inh,PriA SSB inh,MazEF act,VHR inh abs,BH1578 lux ind,PfHsp40 rescue,Rv3671c inh
Nc1c(C(=O)c2ccccc2)sc2c1c(=O)[nH]c(=O)n2-c1ccccc1,24,-8,2,·,-5,-8,28,0.1,4.6,-3
COc1cc(SC)ccc1C(=O)Nc1ccc2ncccc2c1,17,15,-7,1.4,2,-6,-20,1.2,-0.2,-6
CN1CCN(C(=O)c2cnn(-c3ccccc3)c2NC(=O)c2ccccc2Br)CC1,-8,0,6,0.9,10,0,15,i,0.3,8
CC(C)[C@H](NC(=O)c1ccco1)C(=O)OCC(=O)Nc1ccc(Cl)c(S(=O)(=O)N(C)C)c1,6,-5,4,-0.4,11,5,11,0.4,0.4,-6
Cc1cc(N2CC34C=CC(O3)C(C(=O)O)C4C2=O)no1 (centres undefined),-4,2,1,·,-5,-23,28,i,0.5,-2
CN(C)/C=C/C(=O)c1ccccc1F,-5,-10,6,·,-14,0,18,-0.5,-0.7,1
COc1cccc(OC)c1C(=O)N1CCN(S(=O)(=O)c2ccccc2)CC1,-8,-4,3,·,-11,8,-12,i,1.6,2
CCOC(=O)C1CCN(S(=O)(=O)c2ccc(OC)c(Cl)c2Cl)CC1,14,-2,-4,2.0,-8,-2,20,i,1.7,-16
O=C(O)C(Sc1ccncn1)c1ccccc1 (centres undefined),2,1,6,-2.0,-11,-6,6,-0.3,-0.8,-1
CCCNC(=O)Cn1nc(C(F)(F)F)cc1C,2,1,2,2.3,-1,-4,0,0.2,0.1,-2
CCC1COCCS(=O)(=O)N1Cc1ccc(C)cc1 (centres undefined),-10,-4,4,·,-9,-3,9,-1.7,0.4,2
FC(F)(F)Oc1ccc(NC2=NCCCS2)cc1,-2,-9,-2,1.1,3,8,-11,-0.1,-1.5,11

(next part)
Compound,Y pestis TopoI,Anthrax LF inh2,SARS 3CLpro inh,TcdB GH inh,PriA SSB inh,MazEF act,VHR inh abs,BH1578 lux ind,PfHsp40 rescue,Rv3671c inh
COc1ccc(CN2CCN(C(=O)CC(C)C)CC2)c(OC)c1OC,-7,-2,-3,·,-6,0,15,i,-0.9,1
COc1ccccc1NC(C)=O,2,-5,1,·,-18,1,8,-7.7,0.0,-3
CC(=O)NC(=O)Nc1sc(=S)n(C)c1C,-4,-9,3,·,-10,1,26,-0.3,-0.3,-5
Cc1ccccc1-n1c(SCC(=O)N/N=C/c2sccc2C)nc2ccccc2c1=O,3,0,4,·,·,-11,-4,-3.4,0.4,-24
COCCNC(=O)C1(C)Cc2c(-c3ccc(N(C)C)cc3)ccnc2O1 (centres undefined),-3,1,·,-1.3,·,·,·,-0.8,·,·
O=C(c1ccccc1Cc1ccccc1)N1CCN(S(=O)(=O)c2ccccc2)CC1,7,2,-2,0.2,-9,2,10,1.9,1.1,5
COc1cc(NCC(=O)Nc2cccc(S(=O)(=O)N3CCCCC3)c2)cc(OC)c1OC,-6,1,·,0.3,-6,3,·,-0.7,-0.1,-14
Cc1nnc(NC(=O)c2oc3c(ccc4ccccc43)c2C)s1,5,-2,0,·,-15,4,1,i,-2.1,-18
CCOc1cc2c(cc1O)C(=NO)CC1C2CCC2(C)C(O)CCC12 (centres undefined),6,-4,·,0.2,·,6,·,-0.8,-0.4,·
Cc1nc2ccc(NC(=O)N3CCC(c4ccccc4)C3)cc2nc1C (centres undefined),8,1,-8,·,-13,-2,24,i,1.2,2
CCS(=O)(=O)CCSP(=O)(OC)OC,5,-4,·,0.5,-12,-2,·,i,-1.4,·
COc1cccc(S(=O)(=O)Nc2ccc(C(O)(C(F)(F)F)C(F)(F)F)cc2)c1,-13,-4,·,3.3,·,·,·,i,·,·

(further entries)
Compound,Y pestis TopoI,Anthrax LF inh2,SARS 3CLpro inh,TcdB GH inh,PriA SSB inh,MazEF act,VHR inh abs,BH1578 lux ind,PfHsp40 rescue,Rv3671c inh
CCOC(=O)c1c(CN2CCN(c3ccccc3)CC2)oc2ccc(O)cc12,4,-3,3,0.9,5,0,3,-0.1,0.5,3
COc1ccc(/C=C/C(=O)c2cc(Br)ccc2O)cc1OC,-1,-4,0,0.3,-7,2,17,-0.5,-0.1,-3
Cc1ccc(C(C(=O)NCc2ccccc2)N(Cc2cccs2)C(=O)c2ccc3c(c2)OCCO3)cc1 (centres undefined),-5,-1,5,-0.8,8,-8,0,-0.1,4.1,-42
CC(C)CC(=O)NC(Nc1ccccc1F)C(Cl)(Cl)Cl (centres undefined),-6,-7,3,·,-24,5,1,i,0.2,5
Cc1nn(-c2nc3ccccc3s2)c(C)c1Oc1ccccc1O,-8,-5,5,·,-2,-5,0,-5.9,0.5,-25
CCOC(=O)c1ccc(NC(=O)COc2ccccc2CNC2CCCC2)cc1,-9,1,7,-1.3,-5,22,22,0.4,-1.0,-3
CC(C)(C)NS(=O)(=O)c1ccc(NC(=O)C2CCCCC2)cc1,4,-9,0,-0.2,-5,-4,29,i,-0.8,-3
COc1ccccc1Nc1nnc(SCC(=O)NC2CCCC2)s1,6,0,·,2.3,4,9,·,-3.1,0.9,-8
C=CCn1c(Sc2ncc([N+](=O)[O-])s2)n[nH]c1=O,-2,1,2,1.1,4,1,17,-0.7,0.4,1
O=C(NC1CCCC1)c1ccc(CN2CCOCC2)cc1,-2,-5,-4,·,-7,2,2,-17,-0.1,0
O=C(CSc1ccc2nnc(CCNC(=O)c3ccccc3)n2n1)NCCc1ccccc1,-4,4,-7,0.8,-5,2,-2,0.7,1.0,-5
CCc1ccc(N2CC(C(=O)N/N=C/c3ccccc3)CC2=O)cc1 (centres undefined),3,-2,·,1.0,·,4,·,1.1,-1.9,0

A second format for 3 compounds above.
Every second line gives: Y pestis TopoI	Anthrax LF inh2	SARS 3CLpro inh	TcdB GH inh	PriA SSB inh	MazEF act	VHR inh abs	BH1578 lux ind	PfHsp40 rescue	Rv3671c inh
CN1CCN(C(=O)c2cnn(-c3ccccc3)c2NC(=O)c2ccccc2Br)CC1
→ -8	0	6	0.9	10	0	15	i	0.3	8
CC(C)[C@H](NC(=O)c1ccco1)C(=O)OCC(=O)Nc1ccc(Cl)c(S(=O)(=O)N(C)C)c1
→ 6	-5	4	-0.4	11	5	11	0.4	0.4	-6
Cc1cc(N2CC34C=CC(O3)C(C(=O)O)C4C2=O)no1 (centres undefined)
→ -4	2	1	·	-5	-23	28	i	0.5	-2

Further entries follow:
Compound,Y pestis TopoI,Anthrax LF inh2,SARS 3CLpro inh,TcdB GH inh,PriA SSB inh,MazEF act,VHR inh abs,BH1578 lux ind,PfHsp40 rescue,Rv3671c inh
C=CCN(CC=C)CCOc1ccc(C)cc1[N+](=O)[O-],1,1,-1,0.9,4,-2,18,i,0.6,2
CC1=C(C(=O)OC(C)C)C(c2ccc(Cl)cc2)n2c(s/c(=C\c3ccc(OCC(=O)O)cc3)c2=O)=N1 (centres undefined),3,·,8,1.0,·,38,83,-0.9,1.0,·
CC(C)N(C(=O)[C@H]1C[C@H](CC(=O)NCCC2=CCCCC2)C(=O)N2CCc3c([nH]c4cc(-c5ccco5)ccc34)[C@]12C)C(C)C,31,-7,·,1.7,3,9,·,-0.5,0.5,·
COc1ccc(C(C)(C)C)cc1NC(=O)c1c(C)noc1C,-3,0,2,·,-14,-4,15,-0.4,0.7,0
CCC(C)(C)C(=O)Nc1cc([N+](=O)[O-])ccc1Cl,-4,-1,-1,0.5,-1,7,-8,-0.3,-1.2,2
O=C(NCc1ccncc1)c1ccc(NS(=O)(=O)c2ccccc2)cc1,1,-1,-3,0.7,-4,1,22,i,2.4,-6
Cc1ccc(O)c(NC(=O)c2cc(-c3ccccc3Cl)on2)c1,-1,-7,-7,-0.9,-7,5,35,0.4,0.1,-3
O=C(CCCN1C(=O)c2ccccc2C1=O)Nc1sc2c(c1C(=O)NCc1ccco1)CCC2,21,-6,2,·,-5,3,26,-1.8,2.4,7
Cn1c2ccccc2c(=O)c2ccc(C#Cc3ccc(N)cc3)cc21,-19,-2,-1,1.1,-25,-35,1,-0.8,0.9,1
O=C(CCCCCn1c(SCc2ccncc2)nc2ccccc2c1=O)NCc1ccco1,26,15,0,·,8,-1,13,-0.4,-0.5,-9
CCC(CC)=NNc1cccc([N+](=O)[O-])c1,-14,-1,-1,·,-1,10,-3,i,0.1,-13
COc1cc(C(=O)OC2CSCC2NC(=O)c2ccccc2)cc(OC)c1OC (centres undefined),-2,-1,-2,0.7,-15,3,8,i,-1.7,-5

Later entries.
Compound,Y pestis TopoI,Anthrax LF inh2,SARS 3CLpro inh,TcdB GH inh,PriA SSB inh,MazEF act,VHR inh abs,BH1578 lux ind,PfHsp40 rescue,Rv3671c inh
COc1ccccc1CNC(=O)/C=C/c1ccc(S(=O)(=O)NCc2ccco2)cc1,16,-3,-2,·,4,5,-4,i,-1.0,-16
N#Cc1nc(-c2ccc(F)cc2)oc1N1CCCCC1,1,-2,-2,-1.8,10,5,-17,-8.3,0.2,5
COc1ccc2cc(C(=O)Nc3ccc(O)cc3)sc(=O)c2c1OC,-11,-3,0,0.5,2,9,-3,-0.3,-1.2,-10
O=C(NCc1ccccn1)c1cccn1-c1ncc(C(F)(F)F)cc1Cl,-4,-9,6,0.4,-8,4,20,-0.1,-1.3,-8
S=C(NCc1cccc(Cl)c1)NC1CCCCC1,3,0,7,·,-14,2,2,-0.1,3.0,-16
C[C@]12c3[nH]c4ccc(Cl)cc4c3CCN1C(=O)[C@@H](CC(=O)NCC13CC4CC(CC(C4)C1)C3)C[C@@H]2C(=O)N1CCCCC1,36,-8,·,2.4,-4,-3,·,-0.8,0.1,·
Cc1ccc(/C=C/c2nnc(-c3cccs3)o2)cc1,1,-8,2,·,-5,-2,9,i,-0.2,5
COC(=O)C1CCN(CC(=O)Nc2ccc3c(c2)OCCO3)CC1,-4,-1,·,-0.6,-9,0,·,-5.9,0.8,-4
O=C(CN1CCN(S(=O)(=O)c2ccccc2)CC1)N1CCCCC1,6,-4,·,0.4,11,2,·,-4.2,0.1,3
CSc1ccccc1C(=O)N(CC1CCCO1)c1c(N)n(Cc2ccccc2)c(=O)[nH]c1=O (centres undefined),0,-1,·,0.4,11,0,·,-0.8,0.6,-6
COc1ccc(/C=N\NC(=O)c2cc(OCC(F)(F)F)ccc2OCC(F)(F)F)cc1,6,0,0,·,·,-8,9,1.4,-1.0,1
Cc1ccc(NC(=O)c2cc(-c3ccccc3)nn2-c2ccccc2)cc1,-2,-4,2,1.5,-5,2,-1,-0.3,-1.5,-9
N=c1c(S(=O)(=O)c2ccccc2)cc2c(=O)n3ccccc3nc2n1C1CCCCC1,13,-10,·,-0.2,0,-14,·,i,0.2,·
CN1C2CCC1CC(NC(=O)c1ccc(Cl)cc1)C2 (centres undefined),-3,-2,2,0.4,-7,2,-10,-5.3,-1.7,1

Source: PubChem (several laboratories)
